# Bioassay records from PubChem BioAssay.
# TAG inh: inhibitors of triacylglycerol accumulation, primary screen, cell-based, uHTS, fluorescence, H9c2; H9c2 cells, Nile Red lipid (TAG) fluorescence; cells loaded with 200 µM oleic acid; inhibition, % at 12.5 µM; hit rate 0.66% among 230,000; AID 651582, 2012;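 active means pattern-corrected inhibition of lipid staining of at least 50% with the nuclear-stain viability signal not falling by more than 50%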;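 further: 0% = DMSO wells and 100% = triacsin C control wells; some results filed as inactive read as strong as hits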
# TAG inh DAPI viability: second read-out of TAG inh, no call of its own (marks repeat the call); DAPI nuclei signal change (viability), lower = more cytotoxic, %;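 whole-well DAPI fluorescence read on a plate reader as a viability signal; minus 50 percent equals half of cells still viable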
# * = called active by the depositor. Some of the compounds tested; rates above refer to the full screens.
SMILES,TAG inh,TAG inh DAPI viability
COc1ccc(C2CC(=O)C(C3NCCc4ccccc43)=C(O)C2n2cncn2)cc1 (configuration not stated),16,-2
COc1cccc2sc(Nc3nnc(-c4ccccc4Cl)o3)nc12,21,-30
CN1CCN(C2CN(Cc3ccc([N+](=O)[O-])cc3)S(=O)(=O)C2)CC1 (configuration not stated),4,15
COc1cccc(C=Nc2cc(C)on2)c1O,-10,0
O=C(Nc1nnc(SCc2ccc(F)cc2)s1)c1cnccn1,18,-3
FC(F)(F)c1ccccc1NC1=NCCC1,-12,9
COc1ccc(S(=O)(=O)Nc2ccc3c(c2)C(=O)N([C@H](C)CO)C[C@H](C)[C@@H](CN(C)S(C)(=O)=O)O3)cc1,31,-45
O=C(/C=C/c1ccccc1)NC1CC2CCC1C2 (configuration not stated),6,-4
Cc1cc2c(cc1C)NC1(C[C@H]3CCC(=O)N4CC[C@@H](C1)[C@@H]34)C(=NC(C)(C)CC(C)(C)C)N2 (some centres not stated),17,15
Cc1cc(C)c(C)c(S(=O)(=O)NCC(=O)O)c1C,23,-18
O=C1CCCC2=C1C(c1ccncc1)c1c(nc(SCc3ccccc3)[nH]c1=O)N2 (configuration not stated),4,3
CCOC(=O)c1ccc(CSC(=N)N)o1,-2,4
O=C(C1CCCCC1)N1C[C@@H](n2cc(C3CC3)nn2)[C@H](O)C[C@@H]1c1ccc(Cl)cc1,-3,2
Cc1c(Cl)cccc1NC(=O)C1CC2CCC1C2 (configuration not stated),4,-5
Cc1cc(-c2ccccc2)nc(N/N=C/c2ccccc2F)n1,0,1
Cc1ccc2c(c1)N(CC(=O)Nc1nccs1)C(=O)CO2,5,7
Cc1cc(CSc2nc(C)cc(=O)[nH]2)c2ncccc2c1,-6,-6
Cc1ccc2c(c1)N(C(=O)CCC(=O)N1CCN(c3ccccn3)CC1)CCO2,-17,-4
Cc1ccc(C)c(OCC(=O)OCc2csc(CC(=O)Nc3ccccc3C)n2)c1,-6,-2
COC(=O)c1c(C(=O)OC)c(-c2cccc(C)c2)n2c1CS(=O)(=O)C2,9,5

# Next section (6 carried over from the part before).
SMILES,TAG inh,TAG inh DAPI viability
Cc1cc(-c2ccccc2)nc(N/N=C/c2ccccc2F)n1,0,1
Cc1ccc2c(c1)N(CC(=O)Nc1nccs1)C(=O)CO2,5,7
Cc1cc(CSc2nc(C)cc(=O)[nH]2)c2ncccc2c1,-6,-6
Cc1ccc2c(c1)N(C(=O)CCC(=O)N1CCN(c3ccccn3)CC1)CCO2,-17,-4
Cc1ccc(C)c(OCC(=O)OCc2csc(CC(=O)Nc3ccccc3C)n2)c1,-6,-2
COC(=O)c1c(C(=O)OC)c(-c2cccc(C)c2)n2c1CS(=O)(=O)C2,9,5
O=C(COC(=O)c1cccc(F)c1)Nc1ccc(Cl)cn1,5,0
S=C(Nc1cccc(Cl)c1)NC1CCCCC1,-13,20
COc1ccc(CNC(=O)COC(=O)c2cc(C)nc3ccccc23)cc1,8,0
Cc1ccc(S(=O)(=O)N2[C@@H](c3cccc(Cl)c3)C(C(=O)O)=CC[C@H]2c2ccc(Cl)cc2)cc1,-2,-8
COc1ccc(CCNC2=NCC(C)S2)cc1 (configuration not stated),14,5
CCOC(=O)c1c(NC(=O)CSc2nc3cc(Cl)ccc3c(=O)n2Cc2ccco2)sc(C(=O)N(C)C)c1C,24,-48
O=c1[nH][nH]c(=O)n1-c1ccccc1,10,-10
CCOC(=O)c1ccc(NC(=O)CC2SCCNC2=O)cc1 (configuration not stated),1,0
CCCNC(=O)c1onc(CSc2ccc(Cl)cc2)c1C(=O)NCCC(C)C,-3,-2
CCN(CC)CCN1C(=O)C(=O)/C(=C(/O)c2ccc(OC(C)C)cc2)C1c1cccs1 (configuration not stated),5,-5
CC(=O)c1ccc(NC(=O)c2ccc3snnc3c2)cc1,-7,4
COc1cc2c(C(=O)NCCN(C)C)cn(CC(C)C)c(=O)c2cc1OC,27,-15
O=S(=O)(c1cccc2nonc12)N1CCN(c2cccc(Cl)c2)CC1,-8,-8
O=C(CSc1nnc(NC(=O)c2cccc(Cl)c2)s1)NCC1CCCO1 (configuration not stated),5,3
COc1ccc(Nc2nc(Cl)c(C=O)s2)cc1,-8,-1
O=C(Cc1sc(-c2ccccc2Cl)nc1-c1ccccc1)Nc1ccccc1,6,0
C[C@H](NC(=O)c1ccco1)C(=O)Nc1ccc(S(=O)(=O)N2CCCC2)cc1,-24,3
O=C(Nc1cnccc1C(F)(F)F)NC1CCCCC1,-1,-2
COCCn1c(SCC(=O)c2ccc(F)cc2)nnc1C(C)C,11,1
COc1ccc(NC(=S)N2CCC(Cc3ccccc3)CC2)cc1OC,-2,-5
Cc1cc(F)ccc1S(=O)(=O)Nc1ccc(C(=O)N(C)Cc2ccco2)cc1,-10,-5
COc1ccccc1Nc1nc(N)nc(CSc2nc(C)cc(C)n2)n1,6,7
O=C1C(O)=CC(=C(c2ccccc2)c2ccccc2)c2ccccc21,-4,7
COc1cc(C(=S)N2CCOCC2)ccc1OS(=O)(=O)c1ccc(Cl)cc1,-9,5
Cc1ccc(NC2=NC(c3ccccc3)n3c(nc(C)cc3=O)N2)cc1 (configuration not stated),-5,-8
CCCCCCSc1ccc([C@H]2N[C@@](C)(C(=O)OC)[C@H]3C(=O)N(C)C(=O)[C@@H]23)cc1,-4,90
COc1ccc(-c2csc(NC(=O)C3CC(=O)N(Cc4ccccc4)C3)n2)cc1OC (configuration not stated),19,1
COCCn1c(SCC(=O)Nc2nc(C)c(Cl)cc2Cl)nc2ccccc21,-7,-7
Cc1ccc(N(CC(=O)NCc2ccc3c(c2)OCO3)S(C)(=O)=O)cc1,29,6
CCO[C@H]1OC(C(=O)NCc2ccccc2)=C[C@@H](c2cn(C(C)=O)c3ccccc23)[C@@H]1CCCO,14,-5
COc1ccc(CCNC(=O)Cc2ccccc2)cc1OC,-5,4
COCCOC(=O)c1[nH]c2c(c1C)C(=O)C(C(=O)OC)C(C)C2 (configuration not stated),15,0
C/C(=N\O)C(C)(C)Nc1ccccc1F,6,-9
Cc1ccc(S(=O)(=O)N(C)C[C@@H]2OCCCC[C@@H](C)Oc3ccc(NS(=O)(=O)c4c(C)noc4C)cc3C(=O)N([C@H](C)CO)C[C@@H]2C)cc1,37,-19
COc1ccc(Nc2nc(N)nc(COc3ccc(OC)cc3)n2)cc1,-48,-2
Cc1ccc(C)n1-c1sc2c(c1C(=O)O)CCCC2,2,-4
Cc1ccc(S(=O)(=O)N2[C@@H](c3cccc(Cl)c3)C(C(=O)O)=CC[C@H]2c2cccc(Cl)c2)cc1,1,-4
COc1ccc(/C=N/NC(=O)CCCCCNC(=O)c2ccccc2)cc1,8,-15
COc1ccc(-c2csc(NC(C)=O)n2)cc1OC,18,-21
O=S(=O)(c1ccc2c(c1)CCN2)N1CCOCC1,2,3
COc1ccc(C2(C(=O)Nc3c(C)n(C)n(-c4ccccc4)c3=O)CCCC2)cc1OC,-3,-6
CC(=O)Nc1ccc2nc(NC(=O)COc3cccc(C)c3)sc2c1,-10,2
O=C(O)/C=C/c1ccc(OCCCF)cc1,1,-11
CC(NC(=O)COc1ccc(Oc2ccccc2)cc1)C(=O)O (configuration not stated),7,-11
Cn1cnnc1SCc1ccc(C(=O)O)cc1,1,-9
Nc1cccc(N=[N+]([O-])c2cccc(N)c2)c1,0,-4
Cc1cc(-c2ccccc2)nc(N(C)N)c1S(C)(=O)=O,3,12
CC1CCN(C(=O)CNC(=O)c2ccc(Br)o2)CC1,27,-13
CC(=O)Nc1ccc(S(=O)(=O)N(C)Cc2ccccc2)cc1,-7,0
COc1ccc(OC)c(C2(O)CSC(=Nc3cccnc3)N2Cc2ccco2)c1 (configuration not stated),-5,-2

# Reformatted: four of the compounds above
Nc1cccc(N=[N+]([O-])c2cccc(N)c2)c1
  TAG inh = 0
  TAG inh DAPI viability = -4
Cc1cc(-c2ccccc2)nc(N(C)N)c1S(C)(=O)=O
  TAG inh = 3
  TAG inh DAPI viability = 12
O=C(O)/C=C/c1ccc(OCCCF)cc1
  TAG inh = 1
  TAG inh DAPI viability = -11
CC(=O)Nc1ccc(S(=O)(=O)N(C)Cc2ccccc2)cc1
  TAG inh = -7
  TAG inh DAPI viability = 0

# (next part)
SMILES,TAG inh,TAG inh DAPI viability
Cc1ccccc1NS(=O)(=O)c1ccc(C(=O)NCCCN2CCCC2=O)cc1,2,4
COc1ccc(-n2c(COc3ccccc3)n[nH]c2=S)cc1,16,-2
CCN1C(=O)C(CC(=O)Nc2ccccc2)S/C1=N\c1ccccn1 (configuration not stated),-3,-2
Cc1ccc(C2=NOC(C)(c3nnc(-c4ccc(F)cc4)o3)C2)cc1 (configuration not stated),-2,3
CC1(C)CC(=O)C(CC(=O)NC2CCCc3ccccc32)C(=O)C1 (configuration not stated),11,-4
O=C(O)c1ccccc1-c1ccccc1C(=O)Nc1ccc2c(c1)C(=O)c1ccccc1-2,11,0
N#Cc1ccc(/C=N/NC(=O)c2cccc(S(=O)(=O)N3CCOCC3)c2)cc1,-3,0
CC(=O)n1cc(N(C(=O)CCl)c2ccc([N+](=O)[O-])cc2)c2ccccc21,33,-26
CCOC(=O)c1oc2ccc(S(=O)(=O)n3nc(-c4ccc(C)cc4)cc3N)cc2c1C,20,4
CCOC(=O)C1(CC2CC2)CCN(C(=O)c2cc(C)nc3ccc(CC)cc23)CC1,9,-3
Cc1nc(COC(=O)c2ccc(S(=O)(=O)N3CCCC3)cc2)cs1,-4,-13
Cc1cccc(C(=O)OC(C)C(=O)N2CCc3ccccc3C2)c1C (configuration not stated),-16,3
COc1ccc(NC(=O)CN(C)C(=O)c2cc(-c3ccc(C)o3)nc3ccccc23)cc1,14,23
CCNC(=O)COc1ccc(-c2ccccc2)cc1,8,8
Cc1ccc(S(=O)(=O)NC(CC(=O)N2CCOCC2)c2ccco2)cc1 (configuration not stated),0,-3
COC(=O)c1[nH]nc(-c2ccccc2)c1-c1ccccc1,11,-2
CC(=O)N1CCN(C(=O)CCc2cc(C(C)(C)C)c(O)c(C(C)(C)C)c2)CC1,4,-8
CCN(CC)C(=O)c1ccc(Oc2ccc([N+](=O)[O-])cc2Cl)cc1,-5,-10
Clc1ccc(-n2ncc3c(NCc4ccc5c(c4)OCO5)ncnc32)cc1,-36,10
COc1ccc(N2CCN(C(=O)CN(c3ccccc3)S(=O)(=O)c3ccc(OC)cc3)CC2)cc1,14,-3
Cc1ccc(C)c(S(=O)(=O)N2CCCCC2CCNC(=O)C(=O)NCc2cccnc2)c1 (configuration not stated),6,-6
O=C1C(=O)N(CCCN2CCOCC2)C(c2ccc([N+](=O)[O-])cc2)/C1=C(/O)c1ccc2c(c1)OCO2 (configuration not stated),6,-2
CCc1ccc(CN2CCCC(CCC(=O)N3CCN(c4ccccn4)CC3)C2)o1 (configuration not stated),-13,-1
O=c1[nH]c2cc3ccccc3cc2nc1C(F)(F)F,13,5
Cc1ccc(OCCCC(=O)Nc2nccs2)cc1,12,0
CCOC(=O)N1CCC(=NNc2nc(C)cc(=O)[nH]2)CC1,14,-3
CC(C)(O)/C=C/C(=O)[C@](C)(O)C1[C@H](O)C[C@@]2(C)C3CC=C4C(C=C(O[C@@H]5O[C@H](CO)[C@@H](O)[C@H](O)[C@H]5O)C(=O)C4(C)C)[C@]3(C)C(=O)C[C@]12C (some centres not stated),6,2
NC(=O)c1ccc(-c2nnn(CC(=O)N(C3CCCCC3)C3CCS(=O)(=O)C3)n2)cc1 (configuration not stated),21,2
CC1CCCN(C(=O)Cn2nnc(-c3ccc([N+](=O)[O-])cc3)n2)C1 (configuration not stated),-4,-2
Cc1ccc(C(=O)Nc2ccc(S(=O)(=O)N3CCCC3)cc2)s1,-23,11
Cc1nc(N2CCOCC2)nc(Oc2ccccc2F)c1[N+](=O)[O-],13,-9
Cc1cc(C)n2nc(C(=O)OCC(=O)Nc3cc(S(=O)(=O)N4CCOCC4)ccc3Cl)nc2n1,-1,2
CN1CCN(CC(O)COc2ccc(C34CC5CC(CC(C5)C3)C4)cc2)CC1 (configuration not stated),22,18
CC(C)(CO)CN1CCC(n2nccc2NC(=O)C2CCOC2)CC1 (configuration not stated),-5,0
O=C(COC(=O)c1ccc(Br)o1)Nc1ncc(Cl)cc1Cl,20,1
COc1ccc(S(=O)(=O)N2CCCCC2)cc1NC(=O)Cc1ccc(Br)cc1,-6,-8
Nc1nnc(/C=C/c2ccccc2Cl)s1,7,-3
CCc1cccc(C)c1NC(=O)c1ccc2nc(N3CCOCC3)sc2c1,-2,-12
Cn1c(=O)c2c(nc(-n3ccnc3)n2Cc2ccc([N+](=O)[O-])cc2)n(C)c1=O,-4,8
COc1cccc(-c2cc3nc(NCCN4CCCC4)n(C)c(=O)c3s2)c1,22,2
Cc1ccc(C)c(OCC(=O)N2CCc3ccccc3C2)c1,11,4
O=C(Nc1cccnc1)C1CCCN(S(=O)(=O)c2ccccc2)C1 (configuration not stated),-2,-7
O=[N+]([O-])c1ccc(S(=O)(=O)NCCc2ccncc2)cc1,3,-4
COc1ccc(C(=O)NCCOc2ccccc2)cc1S(=O)(=O)N1CCOCC1,18,-4
CCc1ccccc1NC(=O)Nn1cnnc1,-3,-1
CC(/C=N/NC(=O)CSc1nnc(SCc2ccccc2)s1)=C\c1ccco1,5,5
COc1ccc2c(=O)c(C(=O)NCCc3ccc(OC)c(OC)c3)c[nH]c2c1,15,-9
COC(=O)c1ccc(C2C(C#N)=C(C)NC3=C2C(=O)CC(C)(C)C3)cc1 (configuration not stated),3,6
COC(=O)c1nn(-c2ccccc2)c(Cl)c1/C=N/OCc1ccc(Cl)cc1Cl,-7,-6
O=C(Nc1nnc(SCCN2CCOCC2)s1)C1CC(=O)N(c2ccccc2)C1 (configuration not stated),-12,2
